Screens from PubChem BioAssay.
TbREL1 primary – TbREL1 inhibition, primary screen; P86926; TbREL1 RNA ligation, FRET fluorescence; inhibition, % at 9.66 µM; hit rate 0.49% among 89,000; AID 1117264;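 active = inhibition above the mean inhibition across all screened compounds plus 3 SD, cut at about 11% in these data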;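 note: 0% = plate median of test wells and 100% = NSC42067 control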
Target sequence (P86926 whole entry, looked up): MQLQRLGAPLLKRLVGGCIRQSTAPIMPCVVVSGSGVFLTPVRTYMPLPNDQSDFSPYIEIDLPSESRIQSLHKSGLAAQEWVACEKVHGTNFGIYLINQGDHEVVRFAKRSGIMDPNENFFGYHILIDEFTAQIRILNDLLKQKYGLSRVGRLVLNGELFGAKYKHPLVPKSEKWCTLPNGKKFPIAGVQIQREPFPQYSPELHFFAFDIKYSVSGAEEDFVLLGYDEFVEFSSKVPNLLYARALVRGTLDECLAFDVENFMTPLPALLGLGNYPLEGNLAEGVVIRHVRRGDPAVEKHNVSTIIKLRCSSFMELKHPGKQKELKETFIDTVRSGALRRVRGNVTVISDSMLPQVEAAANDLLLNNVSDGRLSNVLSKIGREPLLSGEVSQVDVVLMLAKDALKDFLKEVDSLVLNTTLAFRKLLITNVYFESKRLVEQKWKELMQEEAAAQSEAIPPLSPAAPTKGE
* hit, by the source's call.

SMILES | TbREL1 primary
Cc1ccc(NC(=O)C2CCCN(S(=O)(=O)c3ccc4[nH]c(=O)ccc4c3)C2)cc1C (stereo unspecified) | 1
COC(=O)c1cccc(Cn2ccc3ccc(-c4ccc5ccn(C(=O)c6ccc(C)cc6)c5c4)cc32)c1 | 0
CC(C)Oc1ccc(CNC(=S)N/N=C/c2cccnc2)cc1 | -5
CCCCn1c(=N)n(CC(O)COc2ccc(C)cc2)c2ccccc21 (stereo unspecified) | 8
Cc1ccc(CSc2nnc(-c3ccncc3)n2N)cc1 | 1
CC(=O)N1CCC(C(=O)Nc2cc(S(=O)(=O)N3CCCCC3)ccc2C)CC1 | 3
COc1cc(NC(=O)c2ccccc2)c(C)cc1NC(=O)CSc1nnc(-c2ccco2)n1Cc1ccco1 | 3
Cc1c(C(=O)NCc2cccc(C(F)(F)F)c2)sc(=O)n1Cc1ccc(C(=O)N(C)C)cc1 | 1
COc1cccc(C(=O)N2CCN=C2SCc2cccnc2)c1OC | 1
Cc1cccc(NC(=O)C2CCCN(c3nnc(-n4cccc4)s3)C2)c1C (stereo unspecified) | 4
CCc1c(-c2ccc(Cl)cc2)ncn1Cc1cccc(-c2ccccc2)c1 | 10
Cc1ccc(C(=O)COC(=O)c2nc3nccc(C)n3n2)c(C)c1 | 7
CCOC(=O)c1c(S(=O)(=O)N2CCN(c3ccc(C(C)=O)cc3)CC2)c(C)n(C)c1C | -4
CC(C)C(=O)NC(Nc1cc(C(F)(F)F)ccc1Cl)C(Cl)(Cl)Cl (stereo unspecified) | 0
Cc1cnc(C(=O)Nc2ccc3c(c2)CCC3)cn1 | 0
COC(=O)c1ccc(-c2ccco2)n1Cc1cc(C)ccc1C | -3
C[C@@H]1CN([C@@H](C)CO)C(=O)CCCn2cc(nn2)CO[C@H]1CN(C)C(=O)OCc1ccccc1 | -3
Cc1ccsc1C(=O)OCC(=O)Nc1nnc(-c2ccccc2)o1 | 3
Cc1cccc(NC(=S)N2CCN(C(=O)c3ccco3)CC2)c1 | -5
O=C(COc1ccccc1)NC(Cc1c[nH]c2ccccc12)C(=O)O (stereo unspecified) | -3
Cc1[nH]nc2c1C(c1ccccc1F)CC(=O)N2 (stereo unspecified) | -1
O=C(NCc1ccccc1)C1CCCN1S(=O)(=O)c1ccc(Cl)cc1 (stereo unspecified) | 1
CCOC(=O)C1CCCN(S(=O)(=O)c2cc3c4c(c2)CCC(=O)N4CCC3)C1 (stereo unspecified) | -1
CCOC(=O)Cn1c(=O)oc2cc(S(=O)(=O)N3CCN(c4ccccn4)CC3)ccc21 | 1
O=C(NCCCN1CCOCC1)c1cc(-c2ccc(Br)cc2)nc2ccccc12 | -2
COc1cc(/C=N/N2C(=O)CSC2=S)cc(Br)c1O | 0
COc1ccc(-c2ccc(=O)n(Cc3ccccc3)n2)cc1 | 0
O=c1c(-c2cccc3ccccc23)[n+]([O-])c2ccccc2n1O | 6
CN(C)CCCN(C(=O)c1ccc(S(=O)(=O)N(C)C2CCCCC2)cc1)c1nc2ccc(F)cc2s1 | 11*
COc1ccc(/C=N/NC(=O)c2cc(O)c(O)c(O)c2)cc1Cn1cc([N+](=O)[O-])cn1 | 8
CCCCCCSc1nnc(N)s1 | -2
CCCn1c(SCC(=O)NC)nnc1C(C)C | 1
C/C(=N/NC(=O)c1ccc(Cn2cccn2)o1)c1cccc(NC(=O)c2ccncc2)c1 | -2
COc1ccc(F)cc1-c1cc(C(=O)NCc2cc(C(F)(F)F)cc(C(F)(F)F)c2)[nH]n1 | 8
O=C1CCN(Cc2ccccc2)C=C1c1ccc2ccccc2c1 | -5
CN1CCN(S(=O)(=O)c2ccc(NC(=S)NC(=O)C3CCCC3)cc2)CC1 | -3
Cc1cccc(Nc2nc(N)nc(CN3CCN(C)CC3)n2)c1 | 3
N#Cc1c(N)n(CCNC(=O)c2cccs2)c2nc3ccccc3nc12 | 0
Cc1ccc(-n2nc3c(c2NC(=O)c2cccs2)CSC3)cc1 | 0
CC(C)(Oc1cccc2ccccc12)C(=O)O | 1
Cc1c(C(=O)NCc2ccc(F)cc2)sc(=O)n1Cc1ccc(Cl)c(Cl)c1 | 5
COc1cc(OC)c(S(=O)(=O)Nc2ccc(C)cn2)cc1NC(C)=O | -1
CCOC(=O)C1=C(C)N(CCCC(=O)O)C(=O)NC1c1ccc([N+](=O)[O-])cc1 (stereo unspecified) | 1
COc1ccc(CCN(Cc2cccs2)S(=O)(=O)c2ccc(F)cc2)cc1OC | 0
CN(CC(=O)Nc1cccc(F)c1)C(=O)c1ccc(S(=O)(=O)N2CCCC2)cc1 | 7
Cc1ccc(OCCCC(=O)NNC(=O)c2ccncc2)cc1 | 0
COc1ccc(C(=O)Nc2c(C)cc(C)cc2C)cc1OC | -1
CC(C)[C@H]1C=C(C(=O)O)O[C@@H](OCc2ccc(CO)cc2)C1 | -2
Cc1ccc(Cn2c(C3CCCN3c3nc(C)cs3)nc3cc(C(=O)NCCCO)ccc32)cc1 (stereo unspecified) | -5
COc1ccc(NC(=S)N2CCCN(Cc3cc(C)ccc3C)C2)cc1 | -6
COc1cc(C)nc(N2CCCC(C(=O)Nc3cccc(Cl)c3Cl)C2)n1 (stereo unspecified) | 0
Cc1cc(C)cc(NC(=O)NCc2c(-c3ccccc3)noc2C)c1 | 0
FC(F)(F)c1ccccc1Cn1ccc2ccc(-c3ccc4ccn(Cc5ccccc5C(F)(F)F)c4c3)cc21 | 1
CCn1cnc2sc(C(=O)O)c(C)c2c1=O | 0
CS(=O)(=O)N(CC(=O)N1CCCC1)c1ccc(F)cc1 | 1
On1nnc2ccc(C(F)(F)F)cc21 | 1
O=C(c1cccc(OC2CCN(Cc3cccc(OCCO)c3)CC2)c1)N1CCCC1 | 1
CCN(CC)S(=O)(=O)c1ccc(Cl)c(C(=O)Nc2nnc(C)s2)c1 | 0
COc1ccc(NC(=O)c2onc(C)c2Cl)cc1OC | 6
COc1ccc2c(c1)cc(C(=O)O)n2C | 2

(listing goes on)
SMILES | TbREL1 primary
Cc1cccc(NC(=O)C2CCCN2C(=O)OCC(C)C)c1C (stereo unspecified) | -1
Cn1cccc1-c1cc(C(=O)O)[nH]n1 | -1
Cc1cc(-c2nc3ncccc3o2)ccc1N | -1
Nc1nc(Oc2ccc(F)cc2)c(Br)c(=O)[nH]1 | -1
O=C(Nc1ccc2c(c1)C(=O)N(CC1CCCO1)C2=O)c1ccccc1Br (stereo unspecified) | -3
CC1CC(C)CN(C(=O)CCNS(=O)(=O)c2ccc3c(c2)CCC(=O)N3)C1 (stereo unspecified) | -1
NS(=O)(=O)c1ccc(CCNC(=O)c2ccc([N+](=O)[O-])cc2[N+](=O)[O-])cc1 | 0
Cc1cc(NC(=O)CSCC(=O)Nc2cc(C(F)(F)F)ccc2N2CCCCC2)no1 | -1
Cc1cccc(-n2ncc3c(Nc4ccc(F)cc4)ncnc32)c1 | 0
COc1ccc(NC(=O)c2cc(S(=O)(=O)N3CCOCC3)ccc2N2CCOCC2)cc1 | 5
COc1ccc([C@H]2CC(=O)C=C(c3ccccc3Oc3ccccc3)C2)cc1 | 1
C=CCN(C(=O)c1csnn1)C(C(=O)NC1CCCCC1)c1ccccc1 (stereo unspecified) | 3
Clc1ccc(CN2CCN(N=Cc3ccncc3)CC2)cc1 | -3
Cc1onc(-c2ccccc2Cl)c1C(=O)N1CCN(c2cccc(Cl)c2)CC1 | -1
Cc1nn(Cc2c(F)cccc2Cl)c(C)c1NC(=O)C1CC1 | -1
COC(=O)c1ccccc1NC(=O)CSc1nc2cccnc2n1C | 1
COc1cc([N+](=O)[O-])cc(/C=N/NC(=O)c2cc(-c3ccccc3)nc3ccccc23)c1O | -4
CCn1cc(/C=C(\NC(=O)c2ccccc2OC)C(=O)NCCCN2CCOCC2)c2ccccc21 | -4
COc1ccc(CNS(=O)(=O)CC2NCCc3ccccc32)cc1 (stereo unspecified) | 5
CCOc1ccc(Nc2ccc(N3C(=O)CCC3=O)cc2[N+](=O)[O-])cc1 | 2
CC(C)(C)SCCSC1=CC(=O)CC(c2ccccc2)C1 (stereo unspecified) | -6
Clc1ccc(C2=NNC(=NCc3ccccc3)SC2)cc1 | 1
O=C(CC1C(=O)NCCN1Cc1c(F)cccc1Cl)NCCCn1cccn1 (stereo unspecified) | 5
CCCn1c(-c2cccs2)nc2ccccc21 | 3
COc1ccc(C2C3=C(CCCC3=O)Nc3n[nH]c(C)c32)cc1OC (stereo unspecified) | -2
COc1ccc(CN2C(=O)NC(C)(c3ccc(C)cc3)C2=O)cc1F (stereo unspecified) | -3
O=C(c1ccccc1Cl)N1CCn2c1nc1ccccc12 | 8
Cc1c(C(=O)NCc2cccs2)oc2ccccc12 | 0
COc1cc(OC)c(CN2CCc3c([nH]c4ccccc34)C2)cc1Br | -2
CCOC(=O)CNC(=O)N(C)[C@H]1C[C@H]2c3[nH]c4ccccc4c3CCN2C(=O)[C@H]1[C@H](C)O | -3
CC1CCc2c(ccc3ccccc23)C1=O (stereo unspecified) | 3
Cc1cc(C)cc(NC(=O)CN2CCN(CCN=CC3=C(O)CC(C)(C)CC3=O)CC2)c1 | -1
COCCC(C(=O)Oc1c(C(C)(C)C)cc(C)cc1C(C)(C)C)c1ccccc1 (stereo unspecified) | 0
C#Cc1ccc([C@@H]2C=C(C(=O)O)O[C@H](OCC)[C@H]2CCCO)cc1 | -3
CCCCN1C(=O)/C(=C2/Sc3ccccc3N2C)S/C1=N\c1ncn[nH]1 | -4
COc1ccc(N2CCN(Cc3oc(CO)cc(=O)c3O)CC2)cc1 | -1
Cc1ccccc1NC(=S)N(C)Cc1cccs1 | 0
COc1ccc(C(=O)NCCS(=O)(=O)N2CCOCC2)cc1 | 0
O=C(CCCN1C(=O)C(=Cc2ccc3c(c2)OCO3)SC1=S)Nc1ccc(C(=O)O)c(O)c1 | 1
C=CCN(C)C(C#Cc1ccccc1)Cc1ccccc1 (stereo unspecified) | 1
COc1ccccc1C(=O)Nc1ccccc1C(=O)N1CCCC1 | 1
CCCc1cc(=O)[nH]c2nnc(SCC(=O)Nc3ccc(C(C)=O)cc3)n12 | 3
Cc1cc(=O)[nH]c(SCC(=O)N2C(C)CCCC2C)n1 (stereo unspecified) | 5
Cc1cc(=O)oc2cc(NS(=O)(=O)c3ccccc3)ccc12 | 0
O=C(Nc1ccccc1)OCCN1CCOCC1 | -2
CN(C)c1cccc(C(=O)NCCCn2ccc3ccccc32)c1 | -5
COc1ccc(Cl)cc1NC(=O)CN(C)CC(=O)NCc1ccc(F)cc1 | -2
CCOC(=O)N1CCC(NC(=O)c2cc(-c3ccc(F)cc3)[nH]c2C)CC1 | -6
CCOC(=O)c1cc(-c2ccccc2)nc2nc(N3CCCCC3)sc12 | 2
COc1ccc(NCN2C(=O)CCC2=O)cc1 | -1
Cc1cnc2nc(-c3ccccc3)ccc2c1 | 4
Cc1ccc2c(c1)N(CCC(=O)NCc1ccccn1)C(=O)CO2 | -1
O=C1NC(=S)N/C1=C\C=C\c1ccccc1 | 0
O=C(CSC1=NCCS1)Nc1ccc(F)cc1 | -1
COCCN(C(=O)CSc1ncn[nH]1)c1c(N)n(Cc2ccccc2)c(=O)[nH]c1=O | 2
CC1(C)CC(=O)C=C(NCc2ccco2)C1 | 6
CCO[C@H]1OC(C(=O)N2CCN(C)CC2)=C[C@@H](C2CC2)[C@@H]1CCCO | -2
Cc1ccc(C(C)NC(=O)c2ccco2)cc1C (stereo unspecified) | 3
O=C(O)CSc1nc2c(c(C(F)(F)F)n1)CCc1ccccc1-2 | 2
COCCCn1c(C2CCCCC2)nc2oc3cc(OC)ccc3c(=O)c2c1=O | 0

Going on with the list.
SMILES | TbREL1 primary
COc1ccc2nc(/C=N/NC(=O)CCCCCNC(=O)OC(C)(C)C)ccc2c1 | 0
COc1ccc(CNC(=O)c2c([S-])n(-c3ccc(C)cc3)c3cccc[n+]23)cc1 | -5
CC1COC(c2cccn2Cc2ccccc2Cl)=N1 (stereo unspecified) | 6
CCOC(=O)/C(C#N)=C/c1c[nH]c2ccccc12 | 0
NS(=O)(=O)c1ccc(CCNC(=O)C2CCN(S(=O)(=O)c3c(Cl)cccc3Cl)CC2)cc1 | 1
O=C(Nc1ccc(NC(=O)C2CCCCC2)cn1)c1ccco1 | -2
CCOc1cc(C(=O)N(C)CC(=O)Nc2cccc3ccccc23)ccc1OC | -4
Cc1nc2ccc(NC(=O)c3cccc(C(F)(F)F)c3)cc2o1 | 4
CCC(C)NC(=O)C1CCN(S(=O)(=O)c2cccnc2)CC1 (stereo unspecified) | 2
Cc1ccc(Cl)cc1-c1cc(C(=O)N2CCc3ccccc3C2)[nH]n1 | 1
COc1cccc(NC(=O)c2oc3ccc(S(=O)(=O)N4CCOCC4)cc3c2C)c1 | -4
O=C(Nc1ccccc1)N1CCCC(c2nc(-c3ccc(F)cc3)no2)C1 (stereo unspecified) | 1

Compounds from the list above that have a Cl atom, in the order listed:
SMILES | TbREL1 primary
CCc1c(-c2ccc(Cl)cc2)ncn1Cc1cccc(-c2ccccc2)c1 | 10
CC(C)C(=O)NC(Nc1cc(C(F)(F)F)ccc1Cl)C(Cl)(Cl)Cl (stereo unspecified) | 0
O=C(NCc1ccccc1)C1CCCN1S(=O)(=O)c1ccc(Cl)cc1 (stereo unspecified) | 1
Cc1c(C(=O)NCc2ccc(F)cc2)sc(=O)n1Cc1ccc(Cl)c(Cl)c1 | 5
COc1cc(C)nc(N2CCCC(C(=O)Nc3cccc(Cl)c3Cl)C2)n1 (stereo unspecified) | 0
CCN(CC)S(=O)(=O)c1ccc(Cl)c(C(=O)Nc2nnc(C)s2)c1 | 0
COc1ccc(NC(=O)c2onc(C)c2Cl)cc1OC | 6
Clc1ccc(CN2CCN(N=Cc3ccncc3)CC2)cc1 | -3
Cc1onc(-c2ccccc2Cl)c1C(=O)N1CCN(c2cccc(Cl)c2)CC1 | -1
Cc1nn(Cc2c(F)cccc2Cl)c(C)c1NC(=O)C1CC1 | -1
Clc1ccc(C2=NNC(=NCc3ccccc3)SC2)cc1 | 1
O=C(CC1C(=O)NCCN1Cc1c(F)cccc1Cl)NCCCn1cccn1 (stereo unspecified) | 5
O=C(c1ccccc1Cl)N1CCn2c1nc1ccccc12 | 8
COc1ccc(Cl)cc1NC(=O)CN(C)CC(=O)NCc1ccc(F)cc1 | -2
CC1COC(c2cccn2Cc2ccccc2Cl)=N1 (stereo unspecified) | 6
NS(=O)(=O)c1ccc(CCNC(=O)C2CCN(S(=O)(=O)c3c(Cl)cccc3Cl)CC2)cc1 | 1
Cc1ccc(Cl)cc1-c1cc(C(=O)N2CCc3ccccc3C2)[nH]n1 | 1

Only part of the results is shown; count on the stated rates, not on these rows.
